EWS-Fli inh: inhibitors of EWS/Fli oncoprotein transcriptional activity. A673 NR0B1-luciferase reporter, viability-normalised. inhibition, % at 12.6 µM. 350,000 compounds, 0.67% hits;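 active = mean inhibition of at least 50% after viability correction, with every replicate also passing that limit; inconclusive = mean reaches 50% but only one of two replicates passes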;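 also: firefly luciferase signal divided by Alamar Blue viability fluorescence both relative to DMSO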
Cneo AK release: Cryptococcus neoformans lysis via adenylate kinase release | AID 651654 | lysis activity, % at 15 µM | 360,000 compounds, 0.2% hits | C. neoformans lysis, adenylate kinase release luminescence, 4 h; normalised: neutral wells 0, clomiphene wells 100;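 active = mean lysis activity across replicates of at least 80%, whatever share of replicates individually reach that level; inactive = mean lysis activity below 80%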
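Signal: Adenylate kinase release luminescence | Assay system: Log-phase Cryptococcus neoformans yeast cells | Input: Cells at 5 × 10^6 per mL | Buffer or medium: Fresh YPD growth medium | Compound: Single dose | Schedule: Static 4 h at 37 °C with compound, 1 h detection | Controls: Clomiphene | Read-out: Luminescence rise reflecting yeast cell lysis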
Casp6 inh: inhibitors of human caspase-6. P55212. purified caspase-6, Z-VEID-R110 cleavage fluorescence. inhibition, % at 12.5 µM. 350,000 compounds, 0.53% hits. AID 686996;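 active = mean inhibition across replicates at least about 35%, with every replicate also reaching that limit, limit read from the data; inconclusive = only one of the two criteria met; inactive = neither criterion met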;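 also: 0% = median of neutral control wells and 100% = no fluorescence left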
Target sequence (P55212 24-179 limits assumed): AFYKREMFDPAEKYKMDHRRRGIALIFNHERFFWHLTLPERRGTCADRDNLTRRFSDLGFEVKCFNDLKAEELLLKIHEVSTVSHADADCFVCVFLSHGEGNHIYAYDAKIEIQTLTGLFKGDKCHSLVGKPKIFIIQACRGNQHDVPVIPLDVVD
Target sequence (P55212 194-293 limits assumed): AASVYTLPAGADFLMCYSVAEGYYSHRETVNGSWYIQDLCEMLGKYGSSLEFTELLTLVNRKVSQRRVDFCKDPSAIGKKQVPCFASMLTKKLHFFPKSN
PAX8 reporter: lowers PAX8-driven luciferase in RMG-I cells | RMG-I TPO-luciferase reporter, SteadyGlo, 24 h | inhibition, % at 12.6 µM | 360,000 compounds, 1.2% hits | AID 652154;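 active = mean replicate inhibition at least 60% with every replicate also reaching 60%; inconclusive = only one of the two criteria is met; inactive = mean below 60% and not all replicates reaching 60%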;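 also: luciferase light reporting Pax8 driven TPO promoter activity; plate controls were median of neutral control wells for no effect and mitoxantrone controls for full effect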
miR122 inh: inhibitors of miR-122 in Huh7 cells; AID 602342; Huh7 miR-122 Renilla luciferase sensor, 48 h; neutral wells = 0, positive control = 100; 340,000 compounds, 0.3% hits; activation (reporter increase), % at 12.5 µM;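 active = mean replicate activation score at least 90 and every replicate individually at or above 90; inconclusive = only one of the two criteria met; inactive = neither criterion met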;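 also: higher luciferase means less miR-122 activity so hits act as miR-122 inhibitors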
FN deposit inh: fibronectin deposition inhibition; inhibition, % at 12.6 µM; 350,000 compounds, 0.086% hits; AH1F fibroblasts, Alexa488-fibronectin deposition fluorescence, overnight;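 active = mean inhibition across replicates of 30% or more, regardless of how many single replicates reach that level; inconclusive = mean under 30% yet at least half of replicates reach 30%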;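 also: positive control wells lacked labelled fibronectin entirely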
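test system = AH1F fibroblasts assembling fluorescent fibronectin matrix | quantity = 10000 AH1F cells per well | buffer or medium = DMEM plus 2% serum, read in PBS | doses = single dose, pinned | incubation = 1 h cell attachment, overnight exposure to compound and label | detection = fluorescence at 485 nm excitation, 525 nm emission | read-out basis = inhibition from reduced deposited-fibronectin fluorescence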
LGR2 antag: Drosophila LGR2 receptor signaling inhibition. HEK293 LGR2, CRE-luciferase, bursicon-stimulated, 4 h. inhibition, % at 9.99 µM. 380,000 compounds, 0.35% hits. AID 720647;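 active = drop in luminescence signal, shown as inhibition above about 50% in the replicate tests, limit read from the data, passing the limit was not always enough; inconclusive = probably only some replicates passing the limit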;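 also: agonist challenge used bursicon conditioned medium at about half maximal strength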
PGC1a acetyl inh: lowers PGC1a acetylation signal in U2OS cells; AlphaScreen anti-acetyl-lysine; with virally co-expressed GCN5 acetyltransferase; inhibition, % at 15.6 µM; 350,000 compounds, 0.17% hits; AID 651687;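 active = every replicate shows inhibition of at least 40%; inconclusive = mean inhibition at least 40% but some replicate below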;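 also: 0% = neutral control wells and 100% = positive control wells; some results beyond the cut were filed as inactive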
The depositor's hits bear a star; ? = inconclusive; . = not tested or not shown; & = joins results of further samples; [ ] = dose if it differs, or a comment.

compound,EWS-Fli inh,Cneo AK release,Casp6 inh,PAX8 reporter,miR122 inh,FN deposit inh,LGR2 antag,PGC1a acetyl inh
CN1C[C@H]2[C@@H](c3ccccc31)[C@@H](CO)N2C(=O)C1CC1,-7,-2,-1,-3,0[16.7 µM],-7,13,10
O=C(Nc1c2c(nn1-c1ccc(Cl)cc1)CS(=O)(=O)C2)C1CC1,4,3,-3,-3,-4,2,-10,-5
C[C@H](CO)N1C[C@H](C)[C@@H](CN(C)Cc2ccccc2)Oc2ccc(NS(=O)(=O)c3ccc(Cl)cc3)cc2C1=O,-1,-4,1,-7,8[16.7 µM],.,11,-11
NC(=O)C1CCN(C(=O)CCC(=O)c2ccc(Br)cc2)CC1,-6,0,0,2,0,.,.,9
COc1ccc(CC(=O)NNC(=O)[C@@H]2CCCC[C@@H]2C(=O)O)cc1,2,1,7,2,-4,.,16,.
Cc1ccc(O)c(C(CC(=O)NC2CCCCC2)c2ccccc2)c1 (configuration not stated),1,2,.,2,22,4,11,-18
CCC(=O)N(C)C[C@H]1Oc2ncc(-c3ccc(F)cc3)cc2C(=O)N([C@H](C)CO)C[C@@H]1C,-1,1,1,.,-11[16.7 µM],-4,14,8
Cc1ccc(C(=O)COC(=O)c2cccc(N3C(=O)c4c(C)nc5ccccc5c4C3=O)c2)cc1C,13,-2&-13,-1,-121,-9,4,-49,1
CC(C)(O)C#Cc1ccc([C@H]2[C@@H](CO)N3CCCCN(C(=O)c4ccncc4)C[C@@H]23)cc1,-24,-6,0,3,1[16.7 µM],.,-14,3
CCC(=O)N1C[C@@H](C)[C@@H](OC)CN(C)C(=O)c2cc(NC(=O)c3cnccn3)ccc2OC[C@H]1C,1,.,.,.,-3[16.7 µM],11,0,5
O=C(c1cccnc1)N1C[C@H]2[C@@H](c3ccccc31)[C@H](CO)N2C(=O)Nc1ccc(F)cc1,8,0,-2,-8,20[16.7 µM],.,-7,4
Cc1cccc(N2CCN(C(=O)c3ccncc3)CC2)c1C,.,-1,.,38,13,-2,.,-10
CO[C@H]1CN(C)C(=O)c2ccc(NC(=O)c3cccc(F)c3)cc2OC[C@@H](C)N(C)C[C@@H]1C,0,-1,.,.,-12[16.7 µM],8,6,-6
C[C@H]1CN([C@@H](C)CO)C(=O)Cc2cc(NC(=O)C3CCCCC3)ccc2O[C@@H]1CN(C)C,-5,-1,0,-9,1[16.7 µM],.,0,16
C[C@@H]1CN([C@H](C)CO)C(=O)c2cc(NC(=O)C3CCCCC3)ccc2O[C@@H](C)CCCCO[C@H]1CN(C)C(=O)c1ccccc1,30,0,-1,0,1[16.7 µM],.,-4,5
CCN(CC)S(=O)(=O)c1cccc(-c2nnc(SC(C)C(=O)NCCC3=CCCCC3)o2)c1 (configuration not stated),.,0,.,.,3,3,.,-32
O=C(N/N=C/c1ccccc1C(F)(F)F)c1ccc(O)cc1,-129,.,1,-142,.,.,-37,0
O=C(Nc1ccc2c(c1)OCCO2)C1CCN(S(=O)(=O)c2ccccc2)CC1,5,1,1,8,177*,1,3,-1
C[C@@H]1CCCCO[C@H](CN(C)C(=O)c2ccncc2)[C@@H](C)CN([C@H](C)CO)C(=O)c2cc(NS(=O)(=O)c3cn(C)cn3)ccc2O1,-16,-2,2,1,13[16.7 µM],.,4,-3
C=CCn1c(NCc2ccccc2O)nc2ccccc21,-37,-1,1,-56,-2,-1,-13,1
C/C=C/c1ccc([C@H]2[C@H]3CN(CCC(F)(F)F)CCCCN3[C@H]2CO)cc1,5,6,-7,9,6[16.7 µM],-11,-3,-3
O=S(=O)(Nc1ccc(-c2ccc3nncn3n2)cc1)c1cccs1,5,.,-2,-12,.,3,-5,.
CN(C)C(=O)c1ccc(-c2cccc(-c3nc(C(=O)N(C)C)cc4c3[C@@H](CCO)N([S@](=O)C(C)(C)C)C4)c2)cc1,-5,-13,-4,-10,.,-8,-20,12
O=C(CSc1ncn(-c2ccccc2)n1)Nc1ccc(Br)cn1,.,1,.,13,5,-9,.,16
O=C(NNC1=Nc2ccccc2SC1)c1cccc([N+](=O)[O-])c1,35,1,4,44,-5,8,9,28

(list continues)
compound,EWS-Fli inh,Cneo AK release,Casp6 inh,PAX8 reporter,miR122 inh,FN deposit inh,LGR2 antag,PGC1a acetyl inh
CCOc1ccc(N(CC(=O)NC2CCCC2)C(=O)CCCC(=O)Nc2ccccn2)cc1,.,-1,.,-20,1,-3,.,1
COc1ccc(S(=O)(=O)N2CCOCC2)cc1NC(=O)CCCOc1ccccc1,16,-1,3,1,2,.,8,.
Cc1cc(C)cc(C(=O)NC(CC(N)=O)c2ccc(NCCN3CCCC3)c([N+](=O)[O-])c2)c1 (configuration not stated),1,2,-6,-7,.,-7,-31,.
O=C(OCc1cn([C@H]2CN(C(=O)C3CCCCC3)[C@@H](c3ccccc3)C[C@@H]2O)nn1)c1ccccc1,1,-3,-1,10,5,0,-4,5
O=C(Cn1c2c(c(=O)n3ncnc13)CCC2)N/N=C/c1cccs1,8,1,4,0,-2,1,-1,8
C[C@H](CO)N1C[C@H](C)[C@@H](CN(C)S(=O)(=O)c2ccc(Cl)cc2)Oc2c(NC(=O)Nc3ccc4c(c3)OCO4)cccc2C1=O,5,-4,1,.,4[16.7 µM],.,-5,-5
Cc1ccc(S(C)(=O)=O)cc1C(=O)Nc1cccc(S(=O)(=O)N2CCCCCC2)c1,18,0,0,14,6,-5,16,-4
C[C@H]1CN([C@@H](C)CO)C(=O)c2cc(NC(=O)Cc3ccccc3)ccc2O[C@@H]1CN(C)Cc1ccncc1,-1,-3,1,-17,-2[16.7 µM],.,5,0
Cc1ccc(S(=O)(=O)N[C@H]2CC[C@H](CCn3cc(C4(O)CCCC4)nn3)O[C@@H]2CO)cc1,0,47,-2,-1,.,-3,31,1
C/C(=N\NC(=O)c1cccs1)c1c(O)cc(C)oc1=O,.,-1,0,-11,.,-2,2,.
CCCCCCCSc1ncnc2[nH]ncc12,-25,-2,1,-33,5,-16,.,-6
Cc1ccc(CN2CC(=O)N3[C@H](CO)[C@@H](c4ccc(-c5ccccc5F)cc4)[C@@H]3C2)cc1,2,.,-2,.,.,1,-8,2
CC(C)NC(=O)Nc1ccc2c(c1)CC(=O)N([C@@H](C)CO)C[C@H](C)[C@@H](CN(C)Cc1ccc(-c3ccccc3)cc1)O2,-4,-4,-2,-1,0[16.7 µM],.,-2,3
Cc1ccc(C(=O)Nc2ccc(NC(=O)c3ccccc3Cl)c(C)c2)cc1,-45,5,3,-37,4,4,-57,12
CC(C)c1ccc(NC2CCCN(C(=O)c3ccccc3-c3ncc[nH]3)C2)cc1 (configuration not stated),1,-1,1,8,-2,7,-10,-14
COc1ccc(S(=O)(=O)N2CCCCN3[C@H](CO)[C@@H](c4ccc(-c5cccnc5)cc4)[C@H]3C2)cc1,.,-2,0,12,-2[16.7 µM],.,-19,-8
CC1(C)CC(CCC(=O)Nc2ccc(S(N)(=O)=O)cc2)C(=O)O1 (configuration not stated),.,-1,.,-6,-3,2,.,18
CCN(C[C@H]1N[C@@](Cc2ccccc2)(C(=O)OC)[C@H]2C(=O)N(Cc3ccccc3)C(=O)[C@@H]12)C(=O)Nc1ccc(C(F)(F)F)cc1,-2,-1,1,13,-10,.,18,-3
COc1ccc(CCNC(=O)c2cccnc2Cl)cc1OC,-2,.,2,14,.,8,-3,.
Cn1c(N)c(C(=O)COC(=O)c2cncc(Br)c2)c(=O)n(C)c1=O,0,.,2,-7,.,-6,-1,.
CN(C)/C=N/c1nc2nccc(-c3cccs3)n2n1,8,.,4,-12,.,-4,32,4
Cc1ccc(C(=O)N[C@H](C(=O)OCC(=O)c2ccc[nH]2)C(C)C)cc1,-9,.,4,6,.,-4,.,.
O=C(Nc1ccccc1C(F)(F)F)N1CCN(C(c2ccccc2)c2ccccc2)CC1,.,8,.,12,5,4,.,.
C=CCCC(=O)NC1CC(C)(C)Cc2c1cnn2-c1ccc(OC)cc1 (configuration not stated),10,1,-1,14,-5,0,2,.
CC(C)NC(=O)Nc1ccc2c(c1)C(=O)N([C@H](C)CO)C[C@H](C)[C@H](CN(C)C(=O)NC1CCCCC1)O2,.,12,0,-6,-4[16.7 µM],.,21,4

Continuation.
compound,EWS-Fli inh,Cneo AK release,Casp6 inh,PAX8 reporter,miR122 inh,FN deposit inh,LGR2 antag,PGC1a acetyl inh
Cc1ccc(OCC(=O)Nc2cccc(O)c2)cc1C,.,-3,.,8,-7,-7,.,-8
Cc1ccc(C)c(Oc2cc(NC(=O)CCCn3nc(C)c([N+](=O)[O-])c3C)cc([N+](=O)[O-])c2)c1,15,.,0,7,.,-22,27,.
CCC1CCCCN1CCCNC(=O)CN1C(=O)c2cccnc2Oc2ccc(C)cc21 (configuration not stated),-2,7,-41,-6,-5,4,11,-14
CN1CCC(=NNC(=O)c2cc(-c3ccc(Cl)cc3)n[nH]2)CC1,1,-1,-1,-4,2,-5,0,6
O=C(C1CCN(S(=O)(=O)c2ccc(Cl)cc2)CC1)N1CCOCC1,.,0,.,3,5,5,.,10
CCc1cc(=O)oc2cc3occ(-c4ccc(OC)c(F)c4)c3cc12,30,-1,0,8,31,3,-3,-18
CCCCNS(=O)(=O)c1ccc2nc(SCC(=O)c3ccccc3OC)[nH]c2c1,22,0,6,.,?,.,10,-2
CCOC(=O)c1c(C)[nH]c(C)c1C(=O)COC(=O)c1cccnc1Cl,-3,2,2,.,4,4,-19,7
Cc1ccccc1[C@@H]1C(C#N)=C(N)S[C@H]1C(=O)c1ccccc1,.,-1,.,16,13,.,.,-7
C[C@H](CO)N1C[C@H](C)[C@@H](CN(C)C(=O)C2CCCCC2)Oc2ncc(C#CC3(O)CCCC3)cc2C1=O,-12,5,0,-19,-2[16.7 µM],.,-1,5
CCC(=O)Nc1ccc(N2CCOCC2)c(S(=O)(=O)Nc2ccc(Cl)cc2)c1,2,-1,5,-3,.,-1,-18,.
O=C(Nc1ccnn1C1CCN(C2CCOCC2)CC1)c1cccc(F)c1,.,1,-1,5,-9,-3,17,4
COc1ccc(NC(=O)CCCN2C(=O)CN(C)C2=O)cc1Cl,-12,-1,1,-24,5,-1,-5,-11
C[C@@H]1CN([C@H](C)CO)C(=O)c2cc(NC(=O)CCC(F)(F)F)ccc2O[C@@H](C)CCCCO[C@H]1CN(C)S(=O)(=O)c1cn(C)cn1,-45,-2,-2,-3,3[16.7 µM],.,-10,.
CNC(=O)COc1coc(CN2CCN(c3cccc(Cl)c3)CC2)cc1=O,.,9,4,-6,.,9,-7,5
Cn1c(COc2ccccc2)nnc1SCCN1CCOCC1,.,-1,.,.,0,-7,.,-7
COC(=O)C1CN(C(=O)COc2ccc(C)c(C)c2)c2ccccc2O1 (configuration not stated),4,.,3,1,.,5,-2,.
CC1CCC2CCCCC2N1C(=O)c1cc([N+](=O)[O-])cc([N+](=O)[O-])c1 (configuration not stated),5,3,3,4,-1,7,4,.

From PubChem

The order is random; about 2.5% have a hit in one of these screens.
